From PubChem BioAssay
GLP1R cytotox: qHTS of GLP-1 Receptor Inverse Agonists: Cytotox Screen; HEK293 cAMP-luciferase reporter cells, luminescence, 24 h; Potency, µM (series often up to 38.3 µM), without a hit: top-dose activity change, negative = inhibition, actives largely listed as inhibitors; actives 0.13% (n = 410,000); AID 624418, 2012;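 further: loss of luciferase light is scored as toxicity; potency means the concentration at half of the fitted maximal effect; on the % scale 0 is the no-effect control and ±100 the full control effect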
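Cells in DMEM/10% Nu serum/1% pen-strep, 1536-well format. Pre-incubated 12 h, dosed with 23 nL compound, incubated a further 24 h. Luciferase detection, 12 min at room temp, luminescence.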
WRN inhibitor: qHTS for Inhibitors of WRN Helicase; WRN helicase unwinding, fluorescent forked duplex, kinetic; Bifunctional 3'-5' exonuclease/ATP-dependent helicase WRN (Homo sapiens), Q14191; AID 651768, 2012; Potency, µM (highest dose often 114 µM), without a hit: top-dose activity change, negative = inhibition, actives largely listed as inhibitors; actives 0.46% (n = 360,000); further: potency means the concentration at half of the fitted maximal effect; on the % scale 0 is the no-effect control and ±100 the full control effect; nearly all actives have a fitted effect of over 55% in size
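Enzyme (20 nM final) and test compound sit together 15 min at room temperature before substrate addition. Substrate is a single-forked duplex oligonucleotide (100 nM) labelled with fluorophore and quencher, with 2 mM ATP; helicase unwinding raises red fluorescence, read kinetically.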
D3 ag: qHTS of D3 Dopamine Receptor Agonist: qHTS; D3R DiscoveRx beta-arrestin cells, luminescence, 90 min; max activation, %; actives 0.58% (n = 410,000); AID 652048, 2013; in the data active means max activation above about 30%; further: 0% is about no effect; mostly tested at two doses, the higher about 12 µM
Target sequence (P35462 whole entry, looked up): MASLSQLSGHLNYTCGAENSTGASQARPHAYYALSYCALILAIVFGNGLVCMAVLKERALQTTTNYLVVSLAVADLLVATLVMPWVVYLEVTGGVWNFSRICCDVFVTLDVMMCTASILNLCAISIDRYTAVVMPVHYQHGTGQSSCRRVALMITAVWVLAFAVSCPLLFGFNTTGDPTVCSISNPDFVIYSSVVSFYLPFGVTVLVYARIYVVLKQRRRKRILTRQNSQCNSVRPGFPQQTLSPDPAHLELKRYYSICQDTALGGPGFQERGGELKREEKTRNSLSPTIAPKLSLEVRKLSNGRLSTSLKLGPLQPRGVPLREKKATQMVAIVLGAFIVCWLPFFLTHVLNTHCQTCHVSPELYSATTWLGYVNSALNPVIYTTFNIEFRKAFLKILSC
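Agonist mode: compounds and dopamine controls were applied to plated cells for 90 min at 37 degrees C after an overnight attachment at 1500 cells/well. Luminescent read-out followed 30 - 60 minutes at room temperature with DiscoveRx detection reagent.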
IL2 activator: qHTS of IL-2 Activators; IL-2 activation reporter assay, cell-based qHTS; stimulated with anti-CD3/CD4/CD28 beads; in transgenic mouse T cells; activation, % (series mostly up to about 46 µM); actives 0.065% (n = 360,000); in the data active means activation above about 50%; inconclusive means mostly about 30% to 49%; further: 0% is about no effect
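Using fluorescent plate cytometry, EGFP and DsRed are detected in transgenic mouse T cells stimulated 18 h at 37 degrees C with antibody-coated beads after 60 min compound pretreatment.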
GLP1R inv ag: qHTS of GLP-1 Receptor Inverse Agonists (Inhibition Mode) | Glucagon-like peptide 1 receptor (Homo sapiens), P43220 | HEK293 GLP-1R CRE-luciferase, luminescence, 24 h; GLP-1R form is constitutively active | Potency, µM (series often up to 38.3 µM), inactives show at the top dose activity change, negative = inhibition, usual class: inhibitors | actives 1.6% (n = 410,000) | AID 624417, 2012; further: potency means the concentration at half of the fitted maximal effect; on the % scale 0 is the no-effect control and ±100 the full control effect; nearly all actives have a fitted effect of over 55% in size
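HEK293 cells stably co-expressing constitutively active GLP-1R and a cAMP-responsive luciferase reporter were seeded in DMEM with 10% Nu serum, given compounds after 12 h, and incubated 24 h at 37 deg C. Luminescence was then read.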
D3 antag: qHTS of D3 Dopamine Receptor Antagonist: qHTS; D(3) dopamine receptor (Homo sapiens), P35462; D3R cells, DiscoveRx beta-arrestin luminescence, antagonist mode; stronger effect = lower value; max response, negative = inhibition, %; actives 2.5% (n = 360,000); AID 652054, 2013; in the data active means max response below about -50%; inconclusive means no clear call, values can overlap the other calls; further: on the % scale 0 is the no-effect control and ±100 the full control effect; mostly tested at two doses, the higher about 12 µM
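Cells expressing the human receptor were seeded at 1500 cells/well, incubated overnight at 37 degrees C in 5% CO2, then exposed to library compounds with dopamine controls for 90 minutes at 37 degrees C before luminescent detection.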
PI5P4K alpha inh: qHTS for Inhibitors of phosphatidylinositol 5-phosphate 4-kinase (PI5P4K) | PI5P4Kalpha enzyme, ADP-Glo luminescence, 60 min; stronger effect = lower value | max response, % | actives 1.2% (n = 330,000) | AID 652105, 2013; active means max response of -50% or lower; inconclusive means between -30% and -50%; inactive means -30% or higher; further: value at the top dose of about 77 µM; on the % scale 0 is the no-effect control and ±100 the full control effect
Target sequence (P48426 whole entry, looked up): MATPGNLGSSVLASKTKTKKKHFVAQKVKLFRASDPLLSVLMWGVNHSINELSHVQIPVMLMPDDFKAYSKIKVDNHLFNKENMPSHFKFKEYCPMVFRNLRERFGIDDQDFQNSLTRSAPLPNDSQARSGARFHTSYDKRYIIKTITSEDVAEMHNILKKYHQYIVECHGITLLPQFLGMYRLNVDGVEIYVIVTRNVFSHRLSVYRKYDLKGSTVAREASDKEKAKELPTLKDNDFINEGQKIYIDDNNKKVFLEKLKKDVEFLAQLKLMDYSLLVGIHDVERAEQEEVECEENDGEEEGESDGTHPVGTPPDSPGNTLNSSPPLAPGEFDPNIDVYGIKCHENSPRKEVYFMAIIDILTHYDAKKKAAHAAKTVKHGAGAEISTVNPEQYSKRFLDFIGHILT
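Controls without substrate or without enzyme flank wells where PI5P4Kalpha converts substrate using 5 microM ATP (final). Incubation lasts 60 minutes at room temperature; ADP formed is read by ADP-Glo luminescence.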
GLP1R ag: qHTS of GLP-1 Receptor Agonists. actives 0.007% (n = 380,000). Potency, µM (doses to about 45.6 µM), without a hit: top-dose activation, hits mostly activators. Glucagon-like peptide 1 receptor (Homo sapiens), P43220. HEK293 GLP-1R CRE-luciferase, luminescence, 4-6 h; cells express a hypersensitive GLP-1R form; further: potency means the concentration at half of the fitted maximal effect; % of control where 0% means no effect
PLK1 PBD block: qHTS for Inhibitors of PLK1-PDB (polo-like kinase 1 - polo-box domain): Primary Screen | actives 2.8% (n = 360,000) | Serine/threonine-protein kinase PLK1 (Homo sapiens), P53350 | AID 720504, 2013 | Potency, µM, for inactives: max response, negative = inhibition, actives largely listed as inhibitors | Plk1 PBD binding of FITC phosphopeptide, fluorescence polarization; further: potency means the concentration at half of the fitted maximal effect; series mostly up to about 57 µM; on the % scale 0 is the no-effect control and ±100 the full control effect; nearly all actives have a fitted effect of over 65% in size
Active calls of the source: *; ? = inconclusive; nt = no result given; & = joins results of further samples; [ ] = remark or other dose. Unless noted, the call rests on the fitted dose curve; in most records, active means well fitted curve in the direction sought with a large enough effect; inconclusive means small, poorly fitted or top-dose-only effect, or another doubt; inactive means no such curve, though single readings can be large; an effect the other way counts as inactive or inconclusive.

Under each structure: PLK1 PBD block	GLP1R inv ag	GLP1R cytotox	GLP1R ag	IL2 activator	D3 ag	WRN inhibitor	D3 antag	PI5P4K alpha inh
Cc1ccc(C)c(Cn2nnc3c(=O)[nH]c(C4CCCN(C(=O)c5ccco5)C4)nc32)c1 (stereo not given)
    -9%	?	1%	13%	-3.6	5	5%	-4	-1
O=c1nc2ccccc2c(NS(=O)(=O)c2ccccc2)n1-c1ccccc1
    ?	6%	16%	-3%	-2.4	-8	3%	0	1
Nc1ccnc(Oc2ccc(F)cc2)c1
    -10%	31%[activator]	4%	-2%	4.0	-10	-2%	11	-2
O=C(O)CCCCn1c(SCC(=O)Nc2ccccc2C(F)(F)F)nc2ccsc2c1=O
    -3%	17%&6%	3%&-1%	2%	-0.4	-6&3	0%	-27	-99*
O=C1/C(=C/c2cccnc2)SC(=S)N1N1CCOCC1
    -12%	8%	-2%	-4%	0.3	4	-2%	1	-4
CC(=O)c1c(C)oc2ccc(OCc3ccccc3)cc12
    -7%	-21%	16%	7%	-1.4	-3	-2%	-3	0
COCC(=O)N/N=C\c1cccc(OC)c1OC/C=C/c1ccccc1
    0%	?	-15%	21%	-2.6	-16	11%	-8	0
C=CCNC(=O)CSc1nnc(C(CC)N(C)C)n1C1CCCCC1 (stereo not given)
    -7%	-10%	-10%	1%	-1.6	5	-2%	-1	4
CCc1nnc(NC(=O)C2CCCCC2)s1
    -8%	-2%	-5%	-12%	-2.9	16	6%	11	nt
CCc1ccccc1NC(=O)CN1C(=O)c2ccccc2Sc2ncccc21
    nt	-3%	-8%	1%	nt	-10	nt	nt	nt
O=C(/C=C/c1ccccc1[N+](=O)[O-])NCc1ccncc1
    -8%	5%	1%	-5%	1.9	-4	6%	-7	-6
CC(C)N(C(=O)Cn1c(-c2cccnc2)ccc(C#N)c1=O)C(C)C
    -16%	5%	1%	-2%	0.7	1	-10%	-2	-5
CCc1cc(Cn2nc(-c3ccccc3C)cc2C(=O)O)on1
    -2%	9%	2%	-2%	0.6	6	-5%	-19	0
Cc1nn(Cc2ccccc2)c(Cl)c1C(=O)OCc1nnc(-c2ccc(Cl)cc2)o1
    -5%	?	55%[activator]	7%	0.2	5	-16%	0	5
Nc1nnc(SCCOc2cccc(Br)c2)s1
    -15%	37%[activator]	4%	-1%	-2.4	13	9%	-28	nt
NC(=NCCc1c[nH]c2ccccc12)NS(=O)(=O)c1ccc2ccccc2c1
    -9%	?	-12%	11%	-1.6	-1	?	-24	2
CCOC(=O)[C@]12CCC=C1N(CCC1=CCCCC1)C(=O)[C@H](CC(=O)NCCc1ccccc1OC)C2
    -5%	-8%	7%	7%	-0.2	0	-2%	24	0
Clc1ccc(-n2nnnc2-c2cnc3ccccc3c2-c2ccccc2)cc1
    1%	?	-14%	9%	-0.3	-14	-29%	-23	-3
COc1cc(C(=O)NCC(=O)N2CCN(S(=O)(=O)c3ccccc3C(F)(F)F)CC2)cc(OC)c1OC
    -3%	-29%	-14%	3%	-0.1	2	1%	-1	0
CC1=C(SCCC#N)S/C(=C2\SC(C)=C(SCCC#N)S2)S1
    12µM*	3%	5%	2%	-3.1	2	-21%[57.1 µM]	-6	nt

Retrieved by structure from above:
Under each structure: PLK1 PBD block	GLP1R inv ag	GLP1R cytotox	GLP1R ag	IL2 activator	D3 ag	WRN inhibitor	D3 antag	PI5P4K alpha inh
CCc1nnc(NC(=O)C2CCCCC2)s1
    -8%	-2%	-5%	-12%	-2.9	16	6%	11	nt
CC(=O)c1c(C)oc2ccc(OCc3ccccc3)cc12
    -7%	-21%	16%	7%	-1.4	-3	-2%	-3	0

Following part.
Under each structure: PLK1 PBD block	GLP1R inv ag	GLP1R cytotox	GLP1R ag	IL2 activator	D3 ag	WRN inhibitor	D3 antag	PI5P4K alpha inh
O=c1[nH]c(SCc2ccccc2)nnc1-c1ccccc1
    -3%	0%	-3%	-14%	-0.6	1	3%	22	8
COC(=O)c1sccc1NC(=O)c1cc(-c2ccc(C)cc2)nc2ccccc12
    -1%	-6%	-1%	-6%	-1.8	16	-3%	38	-16
COCCCN1C(=O)C(CC(=O)NCCCCc2ccccc2)CC(C(=O)N2CCOCC2)=C1C (stereo not given)
    6%	10%	4%	5%	1.1	5	4%	36	3
Cc1ccc(S(=O)(=O)NCc2cccnc2)s1
    -4%	8%	0%	-10%	0.1	-8	-4%	-29	-4
Cc1ccc(-c2c(C(=O)Nc3ccccc3C)c(C)[nH]c(=S)c2C#N)o1
    ?	70%[activator]	1%	-1%	-0.2	-5	-8%[57.1 µM]	-15	?
COc1ccc(S(=O)(=O)N2CCOCC2)cc1N(C)S(=O)(=O)c1ccc(C)cc1
    -10%	19%	3%	-6%	1.3	-2	-17%	-9	3
C/C(CC(=O)NCc1ccco1)=N\NC(=O)COc1ccc(C)cc1
    -2%	-1%	18%	6%	-4.8	-17	-14%	0	3
CC(C)Oc1ccc(C(=O)OCC(=O)NC2CCCCCC2)cc1
    1%	?	12%	3%	1.2	2	-4%	23	5
Cc1nc(C(C)NC(=O)CCc2nnc(Cc3c[nH]c4ccccc34)o2)cs1 (stereo not given)
    -5%	32%[activator]	-3%	-1%	-1.8	12	-4%	25	0
CN1C(=O)CC(Sc2ncccc2C(=O)O)C1=O (stereo not given)
    -22%	24%	7%	13%	-2.4	-1	-9%	?	nt
CC(C)CNc1nnnc2c1sc1nc(N3CCOCC3)c3c(c12)CC(C)(C)SC3
    -6%	?	-11%	13%	0.1	1	-11%	3	-3
O=C(C[C@@H]1C/C=C\CC[C@@H](Cc2ccc(F)cc2)C(=O)OC[C@@H]2CCCN2C1=O)NCCO
    0%	8%	-8%	-6%	-0.7	-11	-2%	19	3
Cc1ccc(N2C(=O)C(O)(C(F)(F)F)C3=C2CC(C)(C)CC3=O)cc1C (stereo not given)
    -16%	-3%	-4%	-3%	1.8	2	11%	2	nt
Cc1ccccc1C(=O)N1CCC(C(=O)Oc2ccc(C#N)cc2)CC1
    -23%	9%	5%	-3%	0.6	-6	-3%	-6	4
COc1ccc(S(=O)(=O)N2CCCC2CNC(=O)c2cccc(OC)c2)cc1 (stereo not given)
    -6%	12%	9%	0%	1.0	-11	-2%	-16	-5
CCN(CC(=O)Nc1ccc(NC(C)=O)cc1)C(=O)CCN1C(=O)C2CC=CCC2C1=O (stereo not given)
    -5%	31%	-2%	2%	0.2	-13	-7%	-10	1
O=C(CNC(=O)[C@@H]1Cc2ccccc2CN1)Nc1ccc2c(c1)OCO2
    -11%	3%	2%	-2%	-1.5	4	-7%	-17	-5
Cc1sc(NC(=O)c2ccco2)c(CN2CCN(c3ccccc3)CC2)c1C
    -5%	0%	-10%	1%	-1.9	9	112%[activator]	3	-6
Cc1nc2ccccc2c(=O)n1/N=C/c1ccncc1
    -9%	15%	5%	-6%	-1.8	-1	-5%	18	-2
CC(C)CN(C(=O)CSc1nc2ccccc2c(=O)n1C)C1CCS(=O)(=O)C1 (stereo not given)
    3%	10%	2%	-2%	0.0	-4	-10%	5	-1
CCCCn1c(=O)[nH]c(=O)c2c1nc(COC(=O)c1c(C)noc1C)n2CCC
    -2%	0%	0%	5%	-2.6	0	9%	-2	-2
S=c1[nH]nc(COc2ccccc2)n1/N=C/C=C/c1ccco1
    ?	-2%	-4%	3%	2.9	-5	-35%	?	-52*
COc1ccccc1CC(=O)N1CCN(c2ccccc2F)CC1
    -2%	7%	6%	0%	-0.5	1	11%	18	6
CC(C)(C)NC(=O)CN(c1cccc([N+](=O)[O-])c1)S(=O)(=O)c1ccccc1
    3%	?	-18%	6%	-0.1	4	0%	10	-1
Cc1ccc(S(=O)(=O)N2CCOCC2)cc1NC(=O)COC(=O)c1cnccn1
    -4%	-4%	1%	-4%	0.1	2	-5%	-2	-5
Cc1nn(Cc2ccccc2)c(C)c1C(=O)NCC(c1cccs1)N1CCOCC1 (stereo not given)
    -3%	2%	-1%	2%	-0.8	1	11%	7	0
CC(=O)Oc1ccc(C(=O)Nc2ccc3c(c2)OCCO3)cc1
    -3%	?	8%	0%	1.9	-3	-6%	-15	-9
COC(=O)c1ccc(Nc2nc(-c3ccncc3)nc3ccccc23)cc1
    -12%	7%	-1%	-4%	-2.7	2	3%	0	1
Cc1n[nH]c(C)c1Cc1ccc(C(=O)O)cc1
    -2%	-12%	-15%	0%	-0.1	-6	-7%	5	nt
CC(C)NS(=O)(=O)c1ccc(CCC(=O)NCc2cccnc2)cc1
    -1%	4%	3%	2%	-2.6	0	-2%	21	1
Cc1ccc(NC(=O)COC(=O)C(NS(=O)(=O)c2ccc(Cl)cc2)C(C)O)c(Br)c1 (stereo not given)
    -8%	-1%	10%	-1%	2.4	-6	10%	-29	-5
COCCN(C(=S)Nc1c(C)cccc1C)C(C)c1ccco1 (stereo not given)
    -1%	-29%	-5%	7%	-1.7	-4	-8%	-2	2
c1ccc(CCCNCC2COc3ccccc3O2)cc1 (stereo not given)
    0%	?	3%	16%	-1.0	17	1%	?	0
Cc1ccc(S(=O)(=O)NNC(=O)c2cc([N+](=O)[O-])c(C)c([N+](=O)[O-])c2)cc1
    -15%	4%	7%	-1%	0.3	-2	7%	-23	-8
CNc1nc2c3ccccc3n(C(C)=O)c2s1
    -9%	107%[activator]	0%	?	0.1	2	-10%	18	2
Cc1ccc(C(=O)N/C(=C\c2cccs2)C(=O)NCCc2c[nH]c3ccccc23)cc1C
    -7%	?	-15%	6%	0.2	-3	-9%	-27	2
